Tn7 DDE FP: disrupts Tn7 cyclic peptide binding to fibrin D-Dimer-E complex; FP displacement of FITC-Tn7 peptide from fibrin DD(E); 0% = median of compound wells per plate; inhibition, % at 8.3 µM; AID 720508; 370,000 compounds, 0.13% hits; P02675;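 active means inhibition above the mean of compounds falling within the control limits plus 3 SD of them, cut at about 14% in these data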;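 further: 0% = plate median of compound wells and 100% = 10 µM Aha-Tn7 peptide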
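Assay system: Fibrin-DD(E) protein isolated from polymerized human fibrin clots; read-out basis: percent inhibition; medium: Tris/NaCl/CaCl2 buffer, pH 7.8; signal: FP measurement; incubation: 10 min plus 3 h, room temperature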
LEDGF integ inh: blocks HIV-1 LEDGF/p75-dependent DNA integration | TR-FRET IN-LEDGF/p75 DNA integration, Eu/Cy5 | 370,000 compounds, 0.64% hits | inhibition, % at 3.7 µM | AID 743269;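 active means inhibition above the screen-wide mean plus 3 SD, cut at about 13% in these data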;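 further: signal is the Cy5 over europium emission ratio at 671 and 618 nm; 0% = plate median of compound wells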
ADAM17 inh: ADAM17 inhibition, QFRET primary screen; recombinant ADAM17, EDANS/DABCYL FRET peptide cleavage; P78536; inhibition, % at 6.95 µM; AID 720648; 370,000 compounds, 0.83% hits;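 active means inhibition above the mean of compounds lying between control limits plus 3 SD, set per campaign, cut at about 8.5% in these data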;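 further: 0% = DMSO-only wells as the low control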
TDP2 absorb: blocks human TDP2 phosphodiesterase activity | O95551 | recombinant TDP2, T5PNP hydrolysis, p-nitrophenol absorbance 415 nm | inhibition, % at 12.8 µM | 370,000 compounds, 0.34% hits | AID 720702;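 active means inhibition above the mean of all tested compounds plus 3 SD, set per campaign, cut at about 25% in these data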;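 further: 0% = DMSO with enzyme and 100% = buffer with substrate but no TDP2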
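Material: recombinant human TDP2; quantity: TDP2 enzyme at 120 nM final; medium: Tris-HCl pH 7.5 with MgCl2; compound: single concentration, 12.8 µM nominal, with 1% DMSO; incubation: 2 h enzyme incubation at 37 °C; signal: epi absorbance; measure: percent inhibition; benchmarks: high control without enzyme, low control DMSO plus TDP2; repeats: singlicate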
KLK7 zymogen act: proKLK7 (human) activation, primary screen; 370,000 compounds, 0.9% hits; activation, % at 7 µM; P49862; purified proKLK7, EDANS-DABCYL substrate fluorescence; 100% is mature enzyme control, 0% vehicle;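 active means activation above the mean of all tested compounds plus 3 SD, computed per campaign excluding outliers beyond control limits, cut at about 13% in these data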
PLCg1 inh: blocks human PLC-gamma1 enzyme activity; purified PLC-gamma1, fluorogenic substrate, fluorescence; inhibition, % at 12.2 µM; 370,000 compounds, 0.84% hits; AID 720700; in the data active means inhibition above about 9.5%
ARFGAP1 inh: rat ARFGAP1 inhibition | Arfgap1-stimulated ARF1 GTP hydrolysis, GDP FP detection | 360,000 compounds, 0.26% hits | Q62848 | inhibition, % at 16.5 µM;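 active means inhibition above a per-plate limit, mean inhibition of low control wells plus 3 SD, cut at about 25% in these data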;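 further: 0% = DMSO wells with enzyme and 100% = wells lacking Arfgap1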
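System: truncated rat Arfgap1 GAP domain / Medium: HEPES-based buffer, pH 7.5 / Also added: N-terminally truncated human ARF1-GTP substrate / Incubation: enzyme reaction 120 min at 25 °C after 20 min preincubation / Measured by: FP of antibody-bound GDP Alexa 633 tracer, ex 620/em 688 nm / Replicates: singlicate, each compound tested once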
ASAP1 inh: ASAP1 ArfGAP inhibition. Q9ULH1. ASAP1-stimulated ARF1 GTP hydrolysis, GDP FP detection. inhibition, % at 16.5 µM. 360,000 compounds, 0.19% hits. AID 624377; in the data active means inhibition above about 25%;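 further: 0% = vehicle with enzyme and substrate and 100% = no enzyme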
Target sequence (Q9ULH1 325-724 limits assumed): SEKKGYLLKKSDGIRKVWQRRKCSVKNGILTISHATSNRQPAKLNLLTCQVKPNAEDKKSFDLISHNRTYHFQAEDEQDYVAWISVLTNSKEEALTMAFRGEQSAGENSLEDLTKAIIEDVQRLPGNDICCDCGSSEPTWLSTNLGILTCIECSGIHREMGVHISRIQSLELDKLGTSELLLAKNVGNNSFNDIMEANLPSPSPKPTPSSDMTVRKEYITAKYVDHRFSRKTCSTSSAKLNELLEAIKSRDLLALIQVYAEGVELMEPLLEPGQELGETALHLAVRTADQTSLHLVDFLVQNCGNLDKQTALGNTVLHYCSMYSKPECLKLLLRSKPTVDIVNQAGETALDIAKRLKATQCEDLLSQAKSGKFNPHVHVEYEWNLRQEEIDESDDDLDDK
ADAM10 inh: inhibitors of human ADAM10; recombinant ADAM10, EDANS/DABCYL FRET peptide cleavage, 3 h; inhibition, % at 7 µM; 370,000 compounds, 0.62% hits;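 active means inhibition above a per-campaign cutoff equal to the mean of compounds falling between control-based bounds plus 3 SD, cut at about 20% in these data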;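 further: 0% = DMSO wells while the 100% control is not disclosed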
Target sequence (O14672 214-748 limits assumed): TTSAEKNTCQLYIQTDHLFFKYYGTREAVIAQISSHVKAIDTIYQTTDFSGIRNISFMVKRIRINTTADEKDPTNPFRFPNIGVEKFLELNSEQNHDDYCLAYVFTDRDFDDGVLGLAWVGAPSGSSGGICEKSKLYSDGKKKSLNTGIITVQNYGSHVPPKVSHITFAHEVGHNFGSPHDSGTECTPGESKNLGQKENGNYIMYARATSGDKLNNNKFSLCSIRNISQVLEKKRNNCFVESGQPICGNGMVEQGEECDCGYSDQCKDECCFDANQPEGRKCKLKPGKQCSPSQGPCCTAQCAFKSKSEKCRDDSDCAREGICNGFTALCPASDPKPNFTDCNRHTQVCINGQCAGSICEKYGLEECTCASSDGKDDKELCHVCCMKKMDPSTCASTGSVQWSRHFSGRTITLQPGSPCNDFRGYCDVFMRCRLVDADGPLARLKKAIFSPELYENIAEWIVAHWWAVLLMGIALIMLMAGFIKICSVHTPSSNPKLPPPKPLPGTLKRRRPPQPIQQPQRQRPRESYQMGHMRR
Tn6 DDE FP: inhibitors of Tn6 peptide binding to human fibrin DD(E). Fibrin DD(E) TRITC-Tn6 fluorescence polarization displacement. 370,000 compounds, 0.21% hits. inhibition, % at 8.3 µM. AID 720509;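 active means inhibition above a per-campaign cutoff: mean of compounds within control limits plus 3 SD, cut at about 15% in these data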;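 further: 0% = median of all compound wells on the plate and 100% = blocking peptide control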
* = called active by the depositor; i = inactive; . = not tested or not shown.

Values run as follows: ADAM10 inh	Tn6 DDE FP	PLCg1 inh	ARFGAP1 inh	LEDGF integ inh	ASAP1 inh	TDP2 absorb	ADAM17 inh	Tn7 DDE FP	KLK7 zymogen act
NC(=O)C1CCN(c2nc(-c3ccc4occc(=O)c4c3)cs2)CC1
→ 0	-13	-8	7	4	7	1	0	-4	0.1
COc1ccccc1C(=O)Nc1cc2c(cc1C(=O)O)OCCCO2
→ 9	-2	9	-2	0	-1	-19	4	-8	0.1
Cc1cc(C)c(C)c(S(=O)(=O)NCC(=O)Nc2ccccc2F)c1C
→ 9	-1	1	6	-4	-10	1	3	5	0.3
COc1ccc(Nc2nc(C)cc(C)c2C#N)cc1
→ 0	0	-7	-3	0	-4	6	-2	5	0.3
Cn1c(SCC(=O)NCC2CCCO2)nnc1-c1ccc(S(=O)(=O)N2CCCC2)cc1 (stereo not drawn)
→ 10	0	9.8*	-9	5	-2	-19	3	-1	0.2
CN(CC(=O)Nc1ccccc1C(F)(F)F)C(=O)c1cc(Cl)nc2ccccc12
→ -34	-1	-13	1	-4	-2	-8	-10	-2	-0.1
COc1cc(OC)cc(C(=O)N(Cc2nc(-c3cccc(C)c3)no2)C(C)C)c1
→ 8	2	1	-4	0	-5	5	2	1	-0.2
CCC(C)[C@H](NC(=O)N1CCn2c1nc1ccccc12)C(=O)NCC1CCCO1 (stereo partly drawn)
→ -7	-10	-1	6	-3	-9	10	-6	-3	0.3
OC(C#CCN1CCCC1)(c1ccccc1)c1cccnc1 (stereo not drawn)
→ -1	-6	-1	2	3	4	-5	-3	-1	0.9
Cc1ccc(C(=O)NN=CC(=O)c2ccccc2)c(C)c1
→ 3	-9	0	12	2	6	1	2	2	-0.5
O=C(/C=C/c1ccc(Cl)c(Cl)c1)NCCCn1ccnc1
→ -1	-4	-5	5	-5	-2	-8	-1	5	0.1
CC(C)COC(=O)Nc1nnc(SCc2ccccc2F)s1
→ -3	2	-2	5	1	-1	12	-3	4	0.3
Cc1cc2c(cc1C)C(c1ccsc1)CC(=O)N2 (stereo not drawn)
→ -11	-9	1	-1	-3	7	-4	-5	-7	0.3
Cc1ccc(NC(=O)COC(=O)c2ccc3c(c2)OCO3)cc1S(=O)(=O)N1CCCCC1
→ 12	3	-1	11	0	10	15	6	-5	-0.6
COc1ccc(C2/C=C\CN(S(=O)(=O)c3ccc(C)cc3)CC(=O)N2Cc2cccc(F)c2)cc1 (stereo not drawn)
→ 14	6	2	-7	3	13	-1	5	0	-0.1
O=C1NCCN(CC2CCN(CC3CCCC3)CC2)C1=O
→ -10	0	1	-8	1	5	1	-5	2	-0.6
O=C(c1ccco1)N1CCN(CC(O)COc2ccc(Br)cc2)CC1 (stereo not drawn)
→ 3	-3	-2	0	-3	-1	-1	-7	1	0.6
CC(=O)Oc1ccc(CN2C(=O)C(CCc3ccccc3)ON=C2c2cnccn2)cc1 (stereo not drawn)
→ -2	-14	-2	5	1	17	6	1	7	0.4
COc1cc2cc(CN(Cc3cccnc3)C(=O)NCc3ccccc3)c(=O)[nH]c2cc1OC
→ i	-5	-99	-5	3	-5	-6	-179	-1	4.7
CCC(=O)NCc1csc(-c2cccs2)n1
→ -28	-3	-4	3	-4	0	2	-14	1	0.6
CCn1c(SCC(=O)Nc2ccccc2OC)nnc1-c1cnccn1
→ 4	-2	-1	-6	-1	9	6	-4	2	0.9
O=C(N/N=C/c1cc(Cl)ccc1O)c1ccncc1
→ 4	1	-47	2	-11	-7	3	-2	-1	-7.1
CC1CCC2C(C1)Nc1c(C(=O)O)cccc1C2(C)C (stereo not drawn)
→ i	5	-224	-7	0	-2	0	-391	0	-9.2
Cc1ccc(S(=O)(=O)NCCC2=CCCCC2)cc1C(N)=O
→ -6	6	7	-9	2	-6	3	-1	3	-0.1
COc1ccc(NC(=O)CN(C)CC(=O)Nc2ccc3c(c2)CCC3)cc1
→ -12	1	4	11	0	2	-8	3	-1	0.6
CCCCN1C(=O)N(C)C2NC(=S)NC21 (stereo not drawn)
→ -9	-2	4	-5	-1	4	7	-4	6	-1.3
CCCC(=O)n1nc(-c2ccc(OC)cc2)nc1N
→ 6	4	4	-6	-3	-3	3	-1	8	-0.4
COc1ccc(N2CCN(CC(O)c3c[nH]c4ccc(OC)cc34)CC2C)cc1 (stereo not drawn)
→ -2	5	0	9	-1	4	-1	-2	0	-0.1
CCCCC(=O)Nc1cccc(-c2nc3ncccc3o2)c1
→ -115	6	-14	7	-1	1	1	-25	-1	-0.7
CN1CCN(C(CNC(=O)C(=O)Nc2ccc3c(c2)OCCO3)c2ccc(F)cc2)CC1 (stereo not drawn)
→ 0	-5	2	-21	0	-14	12	-2	6	-0.5

The list continues:
Values run as follows: ADAM10 inh	Tn6 DDE FP	PLCg1 inh	ARFGAP1 inh	LEDGF integ inh	ASAP1 inh	TDP2 absorb	ADAM17 inh	Tn7 DDE FP	KLK7 zymogen act
COc1cc(C)c(C(C)C)cc1S(=O)(=O)NCCCn1ccnc1
→ -1	-5	-1	6	0	-5	-7	0	5	-0.3
CCc1nc(SCC(=O)N2CCOCC2)c2c(=O)n(C)c(=O)n(C)c2n1
→ -15	5	2	-6	-3	-3	4	-3	7	-0.7
COC(=O)Cc1c(C)nc(SCc2ccccc2)[nH]c1=O
→ -6	3	-2	0	-1	0	15	-5	1	-0.4
CCN(CC(=O)Nc1c(F)cccc1F)C(=O)CSc1ccc(F)cc1
→ 0	-2	0	-7	2	-7	15	-2	-2	-0.4
Cc1ccc2nc(NC(=O)C(NS(=O)(=O)c3cccc4nsnc34)C(C)C)sc2c1 (stereo not drawn)
→ -10	-3	0	-12	-3	5	-8	4	1	0.6
COc1cc(C)c(/C=C(\C#N)C(=O)Nc2cccc(C)c2)cc1C(C)C
→ 3	-4	2	-5	3	-4	-7	3	-6	0.2
O=S(=O)(N1CCCCC1)N1CCCN(S(=O)(=O)N2CCCCC2)CC1
→ -4	5	1	2	-1	-7	1	-5	0	0.0
Cc1noc(C)c1COc1cccc(C(=O)OCC(=O)NC(=O)c2ccc(OC(F)F)cc2)c1
→ 0	1	-1	18	-1	30*	1	1	9	-0.1
CN(CCO)C(=O)c1nc[nH]c1C(=O)N1CCN(c2ccccc2)CC1
→ -12	1	0	0	1	7	-7	0	4	-0.3
COC(=O)c1cn[nH]c1N
→ 10	-5	2	10	-2	-10	-2	0	0	-0.5
CN(C)/C=N/c1ncc(C(=O)c2ccc(Cl)cc2)s1
→ -21	5	-22	9	-3	-2	-2	-3	5	-0.2
CCOc1ccc(-n2c(SCc3ccc(C#N)cc3)nnc2-c2ccco2)cc1
→ -10	-6	0	.	-3	.	-1	0	5	0.5
CC1=NN(Cc2c(C)nn(Cc3ccccc3)c2C)C(C)(C)C1
→ -5	-7	-2	0	4	3	2	-3	-11	-0.5
C=CCSc1n[nH]c(-c2ccc(OCCCC)cc2)n1
→ 10	0	-1	3	-6	5	0	2	-6	1.2
COC(=O)c1ccc(C2CC(=O)Nc3cc(OC)c(OC)c(OC)c32)cc1 (stereo not drawn)
→ -7	4	-2	0	2	17	-1	-3	-3	0.1
COC(=O)c1sccc1NC(=S)N1CCN(C)CC1
→ 4	0	-2	-9	-2	1	-9	-2	-2	0.9
CCc1sc(C(=O)Nc2cccc(-n3cnnn3)c2)cc1C
→ -3	-1	3	5	1	15	-12	0	-5	0.1
CC(C)C1Cc2c(C#N)c(N)sc(=S)c2CO1 (stereo not drawn)
→ -50	-4	-52	-1	9	13	2	-18	2	2.2
CCc1ccc2oc(-c3cc(N)ccc3Cl)nc2c1
→ -103	-3	-124	7	-3	-6	1	-34	-1	-2.8
COc1ccc(NC(=O)C(NC(C)=O)C(=O)NCc2ccccc2OC)cc1 (stereo not drawn)
→ 3	-6	3	14	1	2	4	-3	-7	-0.1
O=S(=O)(c1ccc(Br)cc1)N1CCCC1
→ 0	-7	4	-14	3	-5	6	-1	6	-0.4
COc1ccccc1NC(=O)C(=O)N/N=C/c1cccs1
→ -3	-5	-1	-3	4	-8	-5	3	-2	0.2
N#C/C(=C(\O)Cc1ccccc1)c1nc2ccccc2[nH]1
→ -10	0	-1	-1	-6	2	7	-5	1	0.0
Cc1ncc(C(O)c2ccc(N(C)C)cc2)n1Cc1ccccc1 (stereo not drawn)
→ -15	9	2	-2	-3	1	8	-4	6	0.0
Cc1csc(SCC(=O)Nc2cc(C(N)=O)cc(C(N)=O)c2)n1
→ -16	1	-1	2	-1	-1	3	-4	2	0.5

Laid out differently: results already given.
SMILES | ADAM10 inh | Tn6 DDE FP | PLCg1 inh | ARFGAP1 inh | LEDGF integ inh | ASAP1 inh | TDP2 absorb | ADAM17 inh | Tn7 DDE FP | KLK7 zymogen act
CN(C)/C=N/c1ncc(C(=O)c2ccc(Cl)cc2)s1 | -21 | 5 | -22 | 9 | -3 | -2 | -2 | -3 | 5 | -0.2
CCN(CC(=O)Nc1c(F)cccc1F)C(=O)CSc1ccc(F)cc1 | 0 | -2 | 0 | -7 | 2 | -7 | 15 | -2 | -2 | -0.4
N#C/C(=C(\O)Cc1ccccc1)c1nc2ccccc2[nH]1 | -10 | 0 | -1 | -1 | -6 | 2 | 7 | -5 | 1 | 0.0
